Source: PubChem BioAssay
PvdQ inh – P. aeruginosa PvdQ acylase inhibition; purified PvdQ acylase, fluorescence plate reader; AID 488965; 340,000 compounds, 0.063% hits; inhibition, % at 10 µM; in the data active means inhibition above about 30%, passing the limit was not always enough;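 further: 0% = vehicle neutral wells and 100% = reference inhibitor wells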
NSD2 HMT inh – blocks human histone methyltransferase NSD2 | 310,000 compounds, 0.54% hits | O96028 | inhibition, % at 12.5 µM | NSD2 peptide methylation, AlphaScreen, 120 min; in the data active means inhibition above about 50%
Arrestin-AP2 inh – blocks beta-arrestin peptide binding to AP2 adaptin; inhibition, % at 10 µM; AID 504490; FITC-arrestin peptide / GST-AP2 beads, flow cytometry; AP2 beta2 appendage carries R879A mutation; 340,000 compounds, 0.31% hits;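 active means inhibition above a set limit, near 3 SD of compounds lacking own fluorescence, cut at about 54% in these data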;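 further: plate controls were DMSO wells for no effect and 5 µM unlabelled arrestin peptide for full effect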
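Assay system: GST-AP2 R879A bound to glutathione beads, E. coli-expressed; Medium: PBS with 0.05% Tween 20 and 0.1% BSA; Also added: fluorescein-tagged arrestin peptide at 50 nM final; Timing: 12 min plus 1 h, RT; Measured by: flow cytometry, FL1 (488/535 nm); Evaluation: percent drop in bead-associated FITC signal.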
SR-BI uptake up – SR-BI HDL lipid transfer activation. CHO ldlA[mSR-BI] cells, DiI-HDL uptake fluorescence, 3 h; 100 = double the neutral-control signal. 320,000 compounds, 0.096% hits. activation, % at 12.5 µM;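 active means mean replicate activation of at least 60% and every replicate at or above 60%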;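 further: 0% = median plate neutral-control signal and 100% = twice that signal; values of inactives mirror those of a sister screen read the other way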
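system = CHO ldlA[mSR-BI] cells, LDL receptor-null, SR-BI overexpressing | medium = Ham's F12 with 0.5% BSA, HEPES 25 mM, pH 7.4 | probe or stimulus = DiI-HDL 10 µg/mL | compound dosing = single-point compound dose | incubation = compound exposure 3 h, 37 °C | technique = DiI fluorescence, bottom read | read-out = cell-associated DiI fluorescence as measure of HDL uptake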
DAGLB inh – blocks human DAGLB lipase activity; 340,000 compounds, 0.059% hits; AID 504411; HEK293T DAGLB membrane lysate, EnzChek fluorogenic substrate; Q8NCG7; inhibition, % at 5.17 µM; in the data active means inhibition above about 34%;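 further: 0% = enzyme with vehicle and 100% = wells lacking enzyme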
Keap1 Nrf2 FP – Keap1-Nrf2 (human) interaction inhibition; Q14145; inhibition, % at 9.4 µM; AID 504523; 340,000 compounds, 0.15% hits; Keap1 Kelch-Nrf2 peptide fluorescence polarization, 1536-well; in the data active means inhibition above about 12%;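 further: human Keap1 Kelch domain with fluorescein labeled Nrf2 9mer peptide probe; 0% = neutral control wells and 100% = peptide positive control; higher means more block of Keap1 binding to Nrf2 peptide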
Target sequence (Q14145 whole entry, looked up, the tested form may be a part): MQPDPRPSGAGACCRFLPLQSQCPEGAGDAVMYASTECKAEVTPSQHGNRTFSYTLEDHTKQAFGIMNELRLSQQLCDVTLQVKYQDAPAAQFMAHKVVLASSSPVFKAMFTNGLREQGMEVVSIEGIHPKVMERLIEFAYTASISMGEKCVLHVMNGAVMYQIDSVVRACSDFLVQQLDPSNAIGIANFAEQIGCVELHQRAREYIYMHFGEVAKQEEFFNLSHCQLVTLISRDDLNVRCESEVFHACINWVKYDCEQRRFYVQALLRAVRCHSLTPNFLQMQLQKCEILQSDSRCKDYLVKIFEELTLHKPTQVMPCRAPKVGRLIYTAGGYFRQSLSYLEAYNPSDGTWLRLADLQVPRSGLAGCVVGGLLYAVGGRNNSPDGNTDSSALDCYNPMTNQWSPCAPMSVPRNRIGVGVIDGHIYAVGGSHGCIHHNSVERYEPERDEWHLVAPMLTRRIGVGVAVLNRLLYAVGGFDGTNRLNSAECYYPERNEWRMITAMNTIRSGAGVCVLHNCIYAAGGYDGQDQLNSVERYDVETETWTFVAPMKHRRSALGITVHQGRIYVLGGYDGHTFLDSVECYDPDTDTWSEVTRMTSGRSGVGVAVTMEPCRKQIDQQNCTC
RTF Ca sens inh – cardiac RTF calcium desensitization; P19429+P45379; IANBD-labeled cardiac RTF, Ca2+ fluorescence; inhibition, % at 7.15 µM; 340,000 compounds, 0.12% hits; AID 493244;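 active means inhibition above the mean inhibition of all tested compounds plus 3 SD, cut at about 17% in these data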;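 further: assay run at fixed EC70 calcium of 1.6 mM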
SR-BI HDL uptake – inhibitors of mouse SR-BI mediated HDL lipid uptake | 320,000 compounds, 0.96% hits | ldlA[mSR-BI] CHO cells, DiI-HDL uptake fluorescence, 3 h | inhibition, % at 12.5 µM | Q61009;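 active means mean replicate inhibition of at least 70% and a set share of replicates each scoring 70 or more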;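 further: 0% = median of neutral control wells and 100% = median of positive control wells; values of inactives mirror those of a sister screen read the other way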
LANA DNA inh – KSHV C-LANA DNA binding inhibition. MBP-C-LANA/FAM-LBS DNA binding, fluorescence polarization. inhibition, % at 9 µM. 340,000 compounds, 0.078% hits;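 active means highest replicate inhibition at or above 60% at 9 µM, even if other replicates fall short; inactive means all replicates below 60% inhibition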;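 further: 0% = neutral control wells and 100% = 4 µM acridine orange control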
PKA-R2B activ – activators of human PKA-R2B complex; activation, % at 11.4 µM; P22694+P31323; PKA-R2B holoenzyme dissociation, Cy5-IP20 fluorescence polarization; R2B truncated from residue 108, S112A mutant; 0% DMSO only, 100% 113 µM cGMP; 340,000 compounds, 0.079% hits; AID 504700;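 active means activation above a cutoff set at the mean over all compounds plus 3 SD, cut at about 18% in these data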;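 further: higher means more holoenzyme dissociation and a rise in polarization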
Active calls of the source: *; / = not tested or not shown. An unsorted share of the library. About 2.1% of those tested had a hit in this group.

no.	Molecule	SR-BI HDL uptake	NSD2 HMT inh	RTF Ca sens inh	PvdQ inh	Keap1 Nrf2 FP	PKA-R2B activ	LANA DNA inh	Arrestin-AP2 inh	SR-BI uptake up	DAGLB inh
1	CN1C(=O)SC(Nc2ccccc2C(=O)O)C1=O (centres undefined)	2	-1	1	-3	-4	-11	2.6	12	-2	-1
2	O=C1CCC(C(=O)OCc2cc(=O)oc3ccc4ccccc4c23)=NN1	10	-1	4	-4	-3	-5	-0.1	-2	-10	3
3	COc1ccccc1CCNC(=O)/C(=C/c1cccnc1)NC(=O)c1ccccc1	9	-4	-10	0	-2	-5	0.3	3	-9	-1
4	c1ccc(SCc2nc(-c3ccncc3)no2)cc1	-9	-1	-1	1	3	4	-0.6	4	9	1
5	COC(=O)CS(=O)(=O)c1cc(Br)cc2c1N(C(C)=O)CC2	-16	1	-5	2	-3	5	2.7	21	16	1
6	O=C(c1c(Cl)nc2sccn12)N1CCN(c2cccc(Cl)c2)CC1	14	-2	3	-5	-3	-8	-0.7	5	-14	-2
7	CCOC(=O)c1cnn(Cc2cccc(Cl)c2)c1C	2	-2	-3	-12	3	-2	-1.8	-14	-2	-4
8	Cc1c(C(=O)N/N=C/c2cccs2)nnn1-c1nonc1N	/	-7	-12	-16	2	3	-0.5	-5	/	0
9	CC(=O)c1cccc(NC(=O)CSc2nnc(-c3ccc(S(=O)(=O)N4CCCC4)cc3)o2)c1	0	0	-10	-9	-5	7	-0.8	-7	0	2
10	Cn1c(=O)c2[nH]c(SCc3cccnc3)nc2n(C)c1=S	-10	-1	0	1	1	4	-1.2	30	10	0
11	C=CCn1c(SC(CCO)C(=O)NCc2ccco2)nc2sc3c(c2c1=O)CCC3 (centres undefined)	-3	-5	6	-1	-2	-12	2.3	2	3	0
12	CCCn1cc(C(=O)N(C)C2CCCN(Cc3ccccc3F)C2)c(C)n1 (centres undefined)	-5	-2	-6	-20	1	-1	-0.8	-20	5	1
13	Cc1cccc(C(=O)c2c(N)sc3c2CCC(C)C3)c1 (centres undefined)	73*	0	-11	-1	-6	3	2.2	4	-73	-1
14	CCOC(=O)C1CC(C)=C(C)CC1C(=O)O (centres undefined)	-13	-5	-6	-16	4	-5	0.8	-4	13	1
15	Cc1oc2ccccc2c1CC(=O)NCCCN(C)C	-20	5	/	-8	2	/	0.3	6	20	/
16	CCOc1ccc(N(CC(=O)NCCSCc2ccccc2Cl)S(C)(=O)=O)cc1	-3	-1	-1	-7	3	-8	-0.1	9	3	-2
17	CCN1CCc2c(sc(NC(=O)c3ccc(S(=O)(=O)N(C)CC4CCCO4)cc3)c2C(N)=O)C1 (centres undefined)	-19	16	-3	-2	4	-6	-1.3	1	19	1
18	Cc1cc2oc(=O)cc(CN3CCCCC3C)c2cc1C (centres undefined)	6	6	-7	-11	0	1	-2.1	-6	-6	-2
19	COc1cccc(CNC(=O)C2CCN(S(=O)(=O)N3CC(C)CC(C)C3)CC2)c1 (centres undefined)	52	/	-5	-13	-6	0	0.9	4	-52	-2
20	O=[N+]([O-])c1cccc(C=NN=C2c3ccccc3-c3ccccc32)c1	45	30	-7	3	1	-4	-4.3	4	-45	-2
21	Cc1ccc2c(cnn2C(=O)CCC(=O)N2CCCCC2)c1	-15	/	2	0	-3	-2	-0.7	22	15	-2
22	Cc1ccccc1NC(=S)N1CCN(c2ccccc2C)CC1	15	2	-9	-13	-2	-10	0.6	-6	-15	-8
23	COC(=O)C1=C(C)NC2=C(C(=O)CCC2)C1c1cn(Cc2ccc(Cl)cc2Cl)nc1-c1ccccc1 (centres undefined)	18	/	4	-8	-4	-2	-0.1	7	-18	-1
24	CC(=O)Nc1ccc(S(=O)(=O)N2CCN(S(=O)(=O)N3CCOCC3)CC2)cc1	/	39	2	-9	-3	7	0.9	7	/	0
25	O=C(Nc1ccccc1)c1ccc(N2CCN(c3ccccc3)CC2)c(S(=O)(=O)N2CCOCC2)c1	43	1	-4	1	4	3	-0.9	-5	-43	1
26	CCC(=O)N1CCN(c2cc3c(cc2F)c(=O)c(C(=O)O)cn3CC)CC1	-13	5	2	-11	-1	10	-0.8	4	13	1
27	N#Cc1ccc(C(=O)Nc2nc(SCc3ccc(Cl)cc3)n[nH]2)cc1	7	-1	-10	-13	-3	7	1.2	-21	-7	4
28	CCOc1cc(-c2cn(S(=O)(=O)c3cccc4nsnc34)nc2N)cc(OCC)c1OCC	28	10	4	-7	2	3	0.7	0	-28	-2
29	COc1ccc(N(C(=O)c2ccncc2)S(=O)(=O)c2ccc3c4c(cccc24)C(=O)N3C)cc1	3	-7	-15	-14	-4	7	0.6	4	-3	2
30	CC(C)N1CC(C(=O)Nc2ccc(C#N)cc2)CC1=O (centres undefined)	-22	3	-5	-14	-5	-5	0.0	-4	22	-3
31	COc1cc(CCC(=O)OCC(=O)Nc2cc(S(=O)(=O)N3CCOCC3)ccc2Cl)cc(OC)c1OC	-5	-1	-1	2	-5	-2	1.2	7	5	-4
32	Cn1c[n+](C)cc1-c1ccc(/C(N)=N/O)cc1	-29	-1	0	2	-1	-1	-1.7	16	29	-3
33	CCOC(=O)c1c(N=CN(C)C)c(C#N)n2c1CCC2	-22	-1	-5	-5	1	-9	0.9	6	22	1
34	C/C(CC(=O)Nc1ccc(N(C)C)cc1)=N\NC(=O)C(=O)NCc1ccccc1	5	1	-3	-12	-4	11	-1.8	-2	-5	4
35	NC(=O)NCc1ccc(C(=O)OCc2ccncc2)cc1	-36	/	2	-4	-1	-14	-1.5	6	36	1
36	N=c1c(C(=O)NCc2ccccc2)cc2c(=O)n3ccccc3nc2n1CCCN1CCOCC1	9	/	-11	-12	-3	4	-0.1	8	-9	2
37	O=C(COC(=O)c1ccc([N+](=O)[O-])o1)Nc1ccc(Br)cc1F	-25	3	-13	0	-2	2	-0.6	32	25	-5
38	CC(C)CC(=O)NC(=S)Nc1ccc(N2CCN(C(=O)c3cccs3)CC2)cc1	14	/	4	3	0	5	1.0	47	-14	-1
39	COc1ccc(N(CC(=O)Nc2cc(Cl)ccc2OC)S(=O)(=O)c2c(C)[nH]c(=O)[nH]c2=O)cc1	-6	10	0	8	0	4	0.1	22	6	4
40	Cc1ccc(C(=O)Nc2nc3nc(-c4ccccc4)cc(=O)n3[nH]2)cc1	10	1	2	-7	0	-12	0.2	1	-10	1
41	COc1cc(Cl)c(C)cc1NC(=O)c1ccccc1NC(=O)CN1CCOCC1	25	1	6	-4	-4	0	-0.2	8	-25	-5
42	O=C(COC(=O)CCC(=O)c1cccs1)NCCc1ccccc1	-11	-3	1	-10	3	-4	1.7	-3	11	-2
43	O=C(NC1CCCCCC1)c1ccc(CS(=O)(=O)Cc2ccc(F)cc2)o1	39	-2	-4	10	1	-13	0.4	23	-39	-1
44	COc1ccccc1C(=O)NCc1n[nH]c(=S)n1Cc1ccccc1	-2	-6	-3	-13	-5	-1	0.0	-10	2	0
45	O=C(NCc1cccc(C(F)(F)F)c1)c1cccc2c1C(=O)c1ccc(N3CCC(Cc4ccccc4)CC3)cc1S2(=O)=O	34	/	-194	2	-2	6	9.5	0	-34	-8
46	CN1CCN(/C=C2\SC(=S)NC2=O)CC1	-19	6	-6	-6	-6	1	0.3	7	19	-1
47	O=S(=O)(c1cccc(-c2nnc(-c3cccnc3)o2)c1)N1CCCCC1	-6	-2	-4	-15	-7	2	-0.7	-3	6	-1
48	O=C(COC(=O)COc1ccc(Cl)cc1Br)NCCC1=CCCCC1	-8	-2	6	-15	1	-10	-0.1	-4	8	-4
49	CC(NC(=O)c1ccc(C23CC4CC(CC(C4)C2)C3)cc1)C(=O)O (centres undefined)	5	0	4	5	-2	-6	0.6	4	-5	4
50	O=C1[C@@H]2CSCN2C(=O)CN1CCc1cccc(F)c1	-16	7	-3	6	-5	3	-3.4	35	16	0
51	COc1ccccc1N1CCN(C(=O)c2cccc(S(=O)(=O)N3c4ccccc4CC3C)c2)CC1 (centres undefined)	67	-2	-9	8	-6	-3	1.4	6	-67	-4
52	CCn1c(=NC(=O)c2cccc(N3C(=O)CCC3=O)c2)sc2c(C)ccc(OC)c21	50	4	1	-5	3	-5	6.0	2	-50	-2
53	CC(C)Cc1nnc(NC(=O)CN2C(=O)C3CCCCC3C2=O)s1 (centres undefined)	-30	-1	-1	-6	0	1	-0.2	-1	30	2
54	Cc1ccc(-c2csc(-c3c[nH]c4ccccc34)n2)c(C)c1	39	0	2	-4	-2	3	0.1	-1	-39	-4
55	CCCN1Cc2cccc(C(=O)NC3CCCC3)c2C1=O	13	-1	-3	-10	4	-3	-0.6	5	-13	-3
56	CC1CCC(N2CCN(S(C)(=O)=O)CC2)CC1 (centres undefined)	-23	0	-4	1	-2	-4	0.2	32	23	-2
